Cycloheximide cs: affects cycloheximide protein synthesis inhibition readout, counter-screen. max response, %. actives 12% (n = 300,000). cell reporter, cycloheximide protein synthesis inhibition counterscreen; in the data active = max response mostly above about 13%, no sharp cut-off; inactive = mostly below about 14%; also: read at 38.3 µM for the half of the compounds with a filed dose; 0% is about no effect
HCV inhibitor: blocks hepatitis C virus; Huh7.5.1 HCVcc-Cre infection, luciferase reporter, 44 h; Potency, µM (doses to about 41.8 µM), for the others: at the top dose activity change, negative = inhibition, hits mostly inhibitors; actives 3.4% (n = 340,000); AID 651820; also: potency is read from the fitted curve at half-maximal effect; % is scaled to controls: 0 for no effect and ±100 for the full control effect
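Cells seeded at 1,000/well and cultured 4 h, then compounds added followed by HCVcc-Cre virus (~0.5 moi). After 44 h further culture, luciferase substrate was added, plates held 15 min at room temperature, and luminescence read for 15 sec.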
LmPK inh: LmPK (Leishmania mexicana) enzyme inhibition; Q27686; Potency, µM (highest dose often 57.5 µM), for inactives: at the top dose activity change, negative = inhibition, usual class: inhibitors; purified LmPK, Kinase-Glo ATP luminescence, 1 h; actives 0.37% (n = 290,000); also: potency is read from the fitted curve at half-maximal effect; % is scaled to controls: 0 for no effect and ±100 for the full control effect
Target sequence (Q27686 whole entry, looked up): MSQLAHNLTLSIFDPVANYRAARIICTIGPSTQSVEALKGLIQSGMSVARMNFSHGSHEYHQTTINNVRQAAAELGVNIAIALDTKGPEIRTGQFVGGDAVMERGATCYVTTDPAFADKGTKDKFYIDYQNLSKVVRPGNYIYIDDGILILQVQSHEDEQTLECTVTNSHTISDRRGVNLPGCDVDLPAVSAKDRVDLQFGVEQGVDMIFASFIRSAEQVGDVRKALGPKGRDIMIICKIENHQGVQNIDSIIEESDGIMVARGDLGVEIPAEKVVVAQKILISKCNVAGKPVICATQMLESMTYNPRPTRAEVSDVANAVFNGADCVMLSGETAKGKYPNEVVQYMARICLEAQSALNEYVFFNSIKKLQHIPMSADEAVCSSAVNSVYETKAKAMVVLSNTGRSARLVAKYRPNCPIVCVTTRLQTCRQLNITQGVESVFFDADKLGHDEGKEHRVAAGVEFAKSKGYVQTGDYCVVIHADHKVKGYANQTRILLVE
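In 50 mM imidazole pH 7.2 with 7 mM MgCl2, LmPK (0.1 nM) turned over PEP (0.5 mM) and ADP (0.1 mM) for 1 h at room temperature. Luciferase read-out of ATP.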
Pf growth 96h: P. falciparum growth inhibition at 96 hour, primary screen for plastid delayed-death inhibitors; P. falciparum luciferase reporter growth, 96 h; Potency, µM (series often up to 28.7 µM), without a hit: top-dose activity change, negative = inhibition, hits mostly inhibitors; actives 6.9% (n = 320,000); AID 504834; also: potency is read from the fitted curve at half-maximal effect; % is scaled to controls: 0 for no effect and ±100 for the full control effect
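P. falciparum expressing integrated firefly luciferase grown in erythrocytes (2% hematocrit, 0.05% parasitemia final) with compounds for 96 hours at 37 C, 5% CO2. Growth inhibition read as loss of luminescence after adding luciferase detection reagent.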
Shiga toxin inh: blocks Shiga toxin action in Vero cells. Vero cells, Shiga toxin protein synthesis inhibition reporter. inhibition, % at 38.7 µM. actives 9.2% (n = 290,000). AID 2315; in the data active = inhibition mostly above about 28%, no sharp cut-off; inactive = mostly below about 43%; also: 0% is about no effect
Tb PYK inh: blocks Trypanosoma brucei pyruvate kinase; AID 624173; Potency, µM (series often up to 76.8 µM), without a hit: at the highest dose activity, negative = inhibition, hits mostly inhibitors; TbPYK enzyme, Kinase-Glo Plus ATP luminescence, 45 min; actives 0.12% (n = 410,000); also: potency is read from the fitted curve at half-maximal effect; % is scaled to controls: 0 for no effect and ±100 for the full control effect; nearly all actives have a fitted effect of over 50% in size
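Enzyme and substrate buffer are dispensed first and compound is pin-transferred. ADP at 130 uM final then starts the reaction, which runs 45 min at room temperature. Detection reagent is added for 10 min before luminescence is imaged.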
Pf growth 48h: P. falciparum growth inhibition at 48 hours (one generation); actives 5.9% (n = 310,000); Potency, µM (highest dose often 28.7 µM), for inactives: at the highest dose activity change, negative = inhibition, most hits filed as inhibitors; P. falciparum luciferase growth in erythrocytes, 48 h; also: potency is read from the fitted curve at half-maximal effect; % is scaled to controls: 0 for no effect and ±100 for the full control effect
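Erythrocytes infected with P. falciparum carrying an integrated firefly luciferase reporter (2% hematocrit, 0.1% parasitemia final) were exposed to compounds in RPMI 1640 with 0.5% Albumax at 37 C, 5% CO2. Growth inhibition was scored as reduced luminescence.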
* marks the source's active call; other numbers are inactive results; ? = inconclusive; nt = no result given; [ ] = another dose, or the depositor's remark. Unless noted, calls follow the shape of the dose curve; as a rule, active = well fitted curve in the direction sought with a large enough effect; inconclusive = small, poorly fitted or top-dose-only effect, or another doubt; inactive = no such curve, though single readings can be large; an effect the other way counts as inactive or inconclusive.

Molecule,Pf growth 96h,Pf growth 48h,HCV inhibitor,LmPK inh,Cycloheximide cs,Tb PYK inh,Shiga toxin inh
COc1cc(SC)ccc1C(=O)Nc1cccc(S(=O)(=O)NC2=NCCC2)c1,?,?,?,nt,nt,-3%,nt
O=C(CCC1CCN(C(=O)c2ccccc2Cl)CC1)NCc1ccc(F)cc1,?,?,-1%,1%,-1,-1%,-19
OC1CCN(Cc2nc(Cc3ccccc3Cl)no2)CC1,-21%,39%[activator],1%,3%,-2,4%,16
CN(Cc1cnccn1)Cc1cn(Cc2ccccc2)nc1-c1ccc2c(c1)OCO2,?,?,11%,9%,8,8%,18
CCc1ccc(C(C)NC(=S)NC2CCCCC2)cc1 (stereo unspecified),61%[activator],?,?,3%,-2,0%,-1
CCOC(=O)c1cc2c(=O)n3ccccc3nc2n(CC2CCCO2)c1=NC(C)=O (stereo unspecified),77%[activator],nt,?,1%,7,-1%,13
CC(C)C(c1nnnn1C1CCCC1)N1c2ccccc2CC1C (stereo unspecified),?,3.7µM*,?,9%,-1,-7%,2
O=C(Nc1ccccc1N1CCN(C(=O)c2ccccc2)CC1)c1cc(Br)ccc1Cl,?,?,?,5%,-2,0%,-7
O=C(CN1C(=O)c2ccccc2S1(=O)=O)NCc1cccnc1,?,0%,13%,6%,1,-55%,-10
CC(C)[C@H](NC(=O)N1CC(=O)Nc2ccccc21)C(=O)N[C@H](Cc1ccccc1)C(=O)O,-11%,?,26%,-1%,-1,1%,-3
COCCN(Cc1cccs1)S(=O)(=O)c1ccc(-c2ccc(=O)[nH]n2)s1,0%,?,8%,-9%,-7,-9%,-1
COc1nc(N(C)C)nc(N(OC)S(=O)(=O)c2ccccc2Cl)n1,?,12%,2%,4%,-3,-5%,-4
CC(Cc1cccnc1)NC(=O)c1ccccc1OC1CCN(S(C)(=O)=O)CC1 (stereo unspecified),?,-20%,1%,4%,9,3%,33
Cc1ccc(C)c(NS(=O)(=O)c2c(C)ccc3nsnc23)c1,?,-13%,12%,-1%,-1,-1%,-6
CCOc1ccc(NC(=O)/C(C#N)=C/c2ccc(N3CCCC3)c(C)c2)cc1,3%,6%,-15%,5%,2,0%,16
CC(Nc1cc(=O)n(C)c(=O)[nH]1)c1ccccc1 (stereo unspecified),?,-3%,1%,1%,-2,1%,-7
N#Cc1c(SC(C(=O)O)c2ccccc2)nc2c(c1-c1cccs1)CCCC2 (stereo unspecified),-5%,-13%,3%,2%,1,-6%,10
CC(C)C1CC(CCNCc2ccc(N(C)C)cc2)(c2ccccc2)CCO1 (stereo unspecified),?,?,11µM*,-4%,-5,-4%,-6
COC(=O)C1CN(C(=O)COc2ccc(C)cc2)c2ccccc2O1 (stereo unspecified),6%,0%,26%,2%,8,7%,1
CCC(=O)N(CC(=O)Nc1sc(C)c(C)c1C(N)=O)C1CCCCC1,7%,-17%,9%,-2%,1,0%,2
c1ccc2c(N3CCCCC3)nc(N3CCCC3)nc2c1,4.7µM*,13µM*,3.2µM*,0%,-1,-4%,-9
CCN1CC(CN(C)Cc2cn(-c3ccc(C)cc3)nc2-c2cccc(C)c2)CC1=O (stereo unspecified),?,10µM*,-12%,1%,-1,3%,-8
O=C(CC(=O)c1cc(Cl)ccc1O)c1ccccc1,?,?,?,4%,55*,3%,74*
Cc1ccc(Cn2c(NCCc3ccccc3)nc3c2c(=O)n(C)c(=O)n3C)cc1,nt,?,4µM*,1%,-4,-2%,-8
O=C(NC1CCN(Cc2ccccc2)CC1)C12CC3CC(CC(C3)C1)C2,-5%,-24%,?,4%,-3,-3%,-3

Entries from the list above that contain a cyano group (two):
Molecule,Pf growth 96h,Pf growth 48h,HCV inhibitor,LmPK inh,Cycloheximide cs,Tb PYK inh,Shiga toxin inh
CCOc1ccc(NC(=O)/C(C#N)=C/c2ccc(N3CCCC3)c(C)c2)cc1,3%,6%,-15%,5%,2,0%,16
N#Cc1c(SC(C(=O)O)c2ccccc2)nc2c(c1-c1cccs1)CCCC2 (stereo unspecified),-5%,-13%,3%,2%,1,-6%,10

Other results:
Molecule,Pf growth 96h,Pf growth 48h,HCV inhibitor,LmPK inh,Cycloheximide cs,Tb PYK inh,Shiga toxin inh
O=C(O)Cn1cc(/C=C2\C(=O)NC(=O)N(c3ccc(Cl)cc3)C2=O)c2ccccc21,23%,?,18%,7%,-3,-4%,-5
Cc1ccnc(NC(=O)c2cccc(S(=O)(=O)N3CCCC3)c2)c1,41%[activator],48%[activator],14%,-8%,25*,-1%,22
COc1ccc(C(=O)c2ccc(OC)c(Br)c2)cc1Br,?,8%,8%,0%,-3,1%,-7
COc1ccccc1C(=O)Nc1nnc(-c2ccco2)s1,nt,166%[activator],-9%,2%,42*,3%,133*
Cc1ccc2[nH]c(C(=O)N3CCC(C(N)=O)CC3)cc2c1,31%[activator],-2%,4%,10%,16,-4%,nt
COc1ccc(CNC(=O)C(C)Sc2ccc(S(=O)(=O)N3CCOCC3)cn2)cc1 (stereo unspecified),-1%,?,-16%,nt,nt,-6%,nt
CCCNc1ccc(C(=O)OCC)cc1[N+](=O)[O-],0%,193%[activator],?,5%,52*,3%,83*
O=C(CSc1ncn[nH]1)N/N=C/c1ccc(C(F)(F)F)cc1,-1%,-9%,8%,-2%,-3,-8%,-36
Cc1cc(=O)[nH]c(NCCO)n1,3%,-9%,5%,-1%,-2,-6%,-23
O=C(N/N=C/c1sc(=O)n(Cc2ccc(Br)cc2)c1Cl)c1ccco1,2.6µM*,3.7µM*,?,13%,22*,-6%,3
CC(C)(C)NC(=O)CN(Cc1cccs1)C(=O)c1csnn1,?,-1%,18%,-3%,-2,-5%,-2
O=C(NNc1ccccc1Br)C(O)(c1cccc(C(F)(F)F)c1)c1cccc(C(F)(F)F)c1,2.3µM*,2.6µM*,?,7%,-3,-2%,-4
COc1ccc(-n2ncc3c(SCC(=O)NNC(C)=O)ncnc32)cc1,39%[activator],50%[activator],4%,-6%,26*,5%,26*
O=C(COc1ccccc1)NC1CCSc2ccccc21 (stereo unspecified),21%,?,8%,nt,nt,-9%,nt
CSc1sc(C)cc1/C=N/O,31%[activator],12%,?,9%,-1,-12%,-14
CC(C)(C)N=C1SCC(C)(/C=N/O)S1 (stereo unspecified),28%,16%,-3%,-6%,1,6%,22
CCOc1ccc(-c2nc(C#N)c(NC3CC3)o2)cc1,0%,64%[activator],?,5%,42*,0%,117*
CN(c1c[nH]c(=O)[nH]c1=O)C1CCCCC1,10%,18%,-1%,7%,8,-1%,4
Cc1cc(-c2nnc(CCC(=O)N(CC3CC3)CC3CCCO3)o2)no1 (stereo unspecified),?,38%[activator],-6%,-4%,1,-3%,4
Nc1nonc1-c1nc2ccccc2n1CC(=O)N/N=C/c1ccc(-c2cccc(C(=O)O)c2)o1,0%,4%,-4%,1%,34*,-18%,70*
COc1ccc2cc(-c3ccon3)ccc2c1,125%[activator],-9%[0.00184 µM],-4%,0%,32*,-5%,107*
O=C(Nc1cccc2c1CCCC2)C1CCN(c2nnnn2-c2ccccc2)CC1,7%,?,?,6%,-2,0%,-6
CCOC(=O)C(C)n1cnc2c(nnn2-c2cccc(Cl)c2)c1=O (stereo unspecified),-10%,nt,16%,10%,6,-12%,16
Nc1ccc2nc(CCCO)[nH]c2c1,28%,?,10%,5%,-1,0%,-1
CC(C)(C)c1ccc(S(=O)(=O)NCc2ccccn2)cc1,0%,10%,9%,-2%,18*,-10%,48

Following part
Molecule,Pf growth 96h,Pf growth 48h,HCV inhibitor,LmPK inh,Cycloheximide cs,Tb PYK inh,Shiga toxin inh
COc1ccc(C)cc1NC(=O)C(Sc1nnc(-c2cccs2)o1)c1ccccc1 (stereo unspecified),?,?,2%,-3%,11,0%,-2
C=CCNC(=S)N1CCN(CCN=Cc2c(C)[nH]n(-c3ccc([N+](=O)[O-])cc3)c2=O)CC1,36%[activator],7%,11%,?,-1,2%,-4
COc1cccc(CNC(=O)C2CCN(S(=O)(=O)c3ccc(C)cc3)CC2)c1,13%,-10%,-20%,-9%,1,-4%,-3
Cc1cccc(N(C(=O)c2ccc(CN3CCOCC3)o2)C(C(=O)NC2CCCCC2)c2ccc(F)cc2)c1 (stereo unspecified),3%,8%,20%,0%,-2,-3%,-2
O=C(CNS(=O)(=O)c1cccc(Br)c1)NCC1CCCCC1,56%[activator],14%,14%,-5%,-6,-5%,-3
COc1ccc(N(CC(=O)N2CCN(C)CC2)S(=O)(=O)c2ccccc2)cc1OC,46%[activator],?,4%,2%,2,-25%,-5
CC1(C)COC2(OC1)C(=O)Nc1ccccc12,?,?,-27%,11%,7,1%,12
COc1ccc(/C=N/NC(=O)c2cccnc2)cc1CN1CCc2cc(OC)c(OC)cc2C1C (stereo unspecified),?,?,-15%,7%,5,-4%,-1
O=C(Oc1cccc2cccnc12)c1cccc(N2C(=O)C3C4CCC(C4)C3C2=O)c1 (stereo unspecified),0%,-5%,?,1%,-1,?,-6
COc1ccc(OCC(=O)N2CCC(Cc3ccccc3)CC2)cc1,?,-23%,-5%,-2%,-2,3%,19
COC(=O)CSc1nc(NC(C)(C)C)nc(N(C)C)n1,?,-1%,?,2%,33*,1%,107
CCCCn1c2c(c(=O)n(C)c1=O)C(CC(=O)OCC(=O)Nc1cccc(C(F)(F)F)c1)C(=O)N2 (stereo unspecified),?,?,1%,8%,-7,3%,-7
Cc1ccccc1NC(=O)C1c2cccc[n+]2CC(=O)N1c1c(C)cccc1C (stereo unspecified),59%[activator],48%[activator],5%,16%,-4,?,33
COc1ccccc1C(=O)NC(=S)Nc1ccc(N2CCCC2)cc1,11%,20%,20%,6%,1,1%,8
CCN(CCNC(=O)c1cccc(N2CCCC2=O)c1)c1ccccc1,79%[activator],nt,?,-2%,2,-3%,14
COc1c(Br)cc(Br)cc1/C=N/NC(=O)c1cccnc1,?,-26%,-17%,6%,-3,-1%,-7
CC1=C(C(=O)OCc2ccccc2)C(c2ccco2)C2=C(CC(C)(C)CC2=O)N1 (stereo unspecified),-15%,-17%,?,3%,-1,2%,-5
COc1ccc(C)cc1NC(=O)CN1CCN(c2ccc(F)cc2)CC1,?,?,-15%,-1%,1,3%,9
COC(=O)Cc1[nH]nc2c1C(c1cccc(OC)c1OC)C(C#N)=C(N)O2 (stereo unspecified),?,7%,9%,-6%,8,-4%,2
CCCCn1c(N)c(N(CC)C(=O)c2ccco2)c(=O)[nH]c1=O,-18%,-13%,-4%,nt,nt,-3%,nt
Cc1cc(C(F)(F)F)cc(NNC(=O)NC(=O)c2c(F)cccc2Cl)n1,-26%,?,-15%,2%,-2,10%,-18

Rewritten with values under each structure: two of the compounds above.
Value order: Pf growth 96h	Pf growth 48h	HCV inhibitor	LmPK inh	Cycloheximide cs	Tb PYK inh	Shiga toxin inh
- C=CCNC(=S)N1CCN(CCN=Cc2c(C)[nH]n(-c3ccc([N+](=O)[O-])cc3)c2=O)CC1
→ 36%[activator]	7%	11%	?	-1	2%	-4
- Cc1ccccc1NC(=O)C1c2cccc[n+]2CC(=O)N1c1c(C)cccc1C (stereo unspecified)
→ 59%[activator]	48%[activator]	5%	16%	-4	?	33
